High-throughput results: PubChem, The Scripps Research Institute Molecular Screening Center
LYPLA2 inh = counter-screen for PME1 inhibitors: inhibitors of human LYPLA2. O95372. recombinant LYPLA2, FP-Rh probe fluorescence polarization. inhibition, % at 5.9 µM. 320,000 compounds, 0.38% hits. AID 2177;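 active means inhibition above the screen-wide mean plus 3 SD, limit set per campaign, cut at about 26% in these data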;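 further: 0% = LYPLA2 with DMSO and 100% = wells lacking LYPLA2 enzyme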
PAFAH1B2 FP inh = PAFAH1B2 (human) inhibition. P68402. recombinant PAFAH1B2, FP-rhodamine activity probe, fluorescence polarization. inhibition, % at 3.39 µM. 340,000 compounds, 1.2% hits. AID 492953;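 active means inhibition above the mean of all tested compounds plus 3 SD, cut at about 24% in these data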;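 further: 0% = enzyme with DMSO and 100% = wells lacking PAFAH1B2; many of its hits are not listed in these tables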
Target sequence (P68402 whole entry, looked up): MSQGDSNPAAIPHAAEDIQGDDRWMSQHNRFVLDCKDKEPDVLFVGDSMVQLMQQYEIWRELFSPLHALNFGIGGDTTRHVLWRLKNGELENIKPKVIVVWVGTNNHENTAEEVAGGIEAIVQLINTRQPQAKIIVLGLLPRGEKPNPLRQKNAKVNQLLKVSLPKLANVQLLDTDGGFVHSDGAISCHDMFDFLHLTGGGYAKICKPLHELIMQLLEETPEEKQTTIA
PAD4 FP inh = blocks human protein arginine deiminase 4; recombinant PAD4, RCA probe fluorescence polarization; inhibition, % at 6.36 µM; 330,000 compounds, 0.41% hits; AID 485272;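 active means percent inhibition above a cutoff equal to the mean of all tested compounds plus 3 SD, cut at about 15% in these data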;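 further: 0% = PAD4 with RCA probe and DMSO and 100% = probe without PAD4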
LYPLA1 counter = counter-screen for PME1 inhibitors: inhibitors of human LYPLA1 | recombinant LYPLA1, FP-Rh probe fluorescence polarization | inhibition, % at 5.9 µM | 320,000 compounds, 0.16% hits | O75608;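 active means inhibition above the mean of all tested compounds plus 3 SD, set per campaign, cut at about 14% in these data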;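 further: inhibitors block serine hydrolase probe labeling of LYPLA1 so polarization falls; 0% = enzyme with DMSO and 100% = wells lacking LYPLA1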
GSTO1 inh = blocks human GSTO1 in RBBP9 counter-screen | P78417 | recombinant GSTO1, activity-based probe fluorescence polarization | inhibition, % at 5.96 µM | 300,000 compounds, 1.1% hits | AID 1974;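 active means inhibition above the campaign mean inhibition plus 3 SD, cut at about 35% in these data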;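 further: 0% = GSTO1-1 with DMSO and 100% = wells lacking GSTO1-1 enzyme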
PAFAH1B3 inh = blocks human PAF acetylhydrolase 1B catalytic subunit 3; 340,000 compounds, 0.28% hits; recombinant PAFAH1B3, FP-rhodamine probe, fluorescence polarization; inhibition, % at 3.39 µM;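 active means inhibition above the screen-wide average of all tested compounds plus 3 SD, cut at about 25% in these data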;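 further: 0% = enzyme with DMSO only and 100% = wells lacking PAFAH1B3 protein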
Target sequence (Q15102 whole entry, looked up): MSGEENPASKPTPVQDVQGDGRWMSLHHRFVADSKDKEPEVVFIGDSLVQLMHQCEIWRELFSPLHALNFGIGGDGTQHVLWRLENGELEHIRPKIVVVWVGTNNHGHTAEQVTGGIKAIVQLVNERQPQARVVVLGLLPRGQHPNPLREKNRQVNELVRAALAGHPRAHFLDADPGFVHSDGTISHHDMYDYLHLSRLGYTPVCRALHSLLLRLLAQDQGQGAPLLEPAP
PAFAH2 inh = PAFAH2 (human) inhibition | recombinant PAFAH2, FP-rhodamine activity probe, fluorescence polarization | 340,000 compounds, 0.99% hits | inhibition, % at 3.39 µM | Q99487;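 active means inhibition above the mean over all tested compounds plus 3 SD, cut at about 30% in these data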;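 further: inhibitors block probe labeling of enzyme so polarization drops; 0% = enzyme with DMSO and 100% = wells lacking PAFAH2 protein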
pPAFAH inh = inhibitors of human plasma PAF acetylhydrolase (pPAFAH); recombinant pPAFAH, FP-rhodamine probe fluorescence polarization; Q13093; 330,000 compounds, 1.5% hits; inhibition, % at 3.39 µM;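 active means inhibition above the mean inhibition across the screen plus 3 SD, cut at about 25% in these data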;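 further: inhibitors block binding of the rhodamine activity-based probe so polarization drops; 0% = enzyme with DMSO and 100% = wells lacking pPAFAH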
Target sequence (Q13093 whole entry, looked up): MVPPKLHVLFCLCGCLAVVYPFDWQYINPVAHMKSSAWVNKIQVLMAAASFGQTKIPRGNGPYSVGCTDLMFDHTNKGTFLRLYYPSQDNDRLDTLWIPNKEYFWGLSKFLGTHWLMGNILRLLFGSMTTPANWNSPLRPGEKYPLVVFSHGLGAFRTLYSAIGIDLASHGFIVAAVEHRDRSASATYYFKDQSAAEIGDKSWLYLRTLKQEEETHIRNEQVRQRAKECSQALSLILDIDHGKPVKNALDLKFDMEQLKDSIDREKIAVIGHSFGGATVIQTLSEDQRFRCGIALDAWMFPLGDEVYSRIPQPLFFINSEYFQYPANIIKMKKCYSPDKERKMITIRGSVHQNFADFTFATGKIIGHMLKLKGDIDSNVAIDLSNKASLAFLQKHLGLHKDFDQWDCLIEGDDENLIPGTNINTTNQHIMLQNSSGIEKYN
PREPL inhibitor = inhibits the human prolyl oligopeptidase-like enzyme. Q4J6C6. recombinant PREPL, fluorescence polarization activity-based probe. inhibition, % at 5.96 µM. 320,000 compounds, 0.68% hits. AID 2751; in the data active means inhibition above about 43%;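 further: 0% = enzyme with DMSO and 100% = wells lacking enzyme; many of its hits are not listed in these tables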
* marks the source's active call; other numbers are inactive results; nt = no result given.

SMILES	LYPLA2 inh	PAFAH1B2 FP inh	PAD4 FP inh	LYPLA1 counter	GSTO1 inh	PAFAH1B3 inh	PAFAH2 inh	pPAFAH inh	PREPL inhibitor
CCOCCCNC(=O)CN1C(=O)/C(=C/c2ccccc2C)Sc2ccccc21	-2	-6	-3	-4	4	-2	-5	-1	2
O=C(COC(=O)c1c[nH]c(=O)[nH]c1=O)NCc1ccccc1	-2	4	4	0	-2	0	16	3	3
COc1cc2nc(SCC(=O)NCCc3ccccc3)n(Cc3ccco3)c(=O)c2cc1OC	2	2	3	3	1	-4	9	6	0
CCN(CC)CCNC(=O)c1ccc(NC(=O)c2cn(-c3ccc(F)cc3)nc2-c2cccc(OC)c2)cc1	-36	-3	-9	-24	-14	-1	-14	-14	-18
CNc1ccc(S(=O)(=O)NCC(=O)OCC(=O)Nc2cccc(Cl)c2Cl)cc1[N+](=O)[O-]	-8	4	1	-6	-1	3	-2	1	-4
O=C(NCc1cccc(Cl)c1)c1cccc(C(F)(F)F)c1	-4	0	4	-2	-1	3	3	-1	5
Cc1ccnc(NC(=O)CCC(=O)N(CC(=O)NCCc2ccccc2)c2ccc(F)cc2)c1	-4	6	-4	-2	2	2	-2	5	-3
O=C(COc1ccc(Br)cc1F)NCC1(N2CCCCC2)CCCCC1	nt	3	-3	nt	nt	5	-1	-6	37
O=C(C1=C[C@H](c2csc3ccccc23)C[C@H](OCCCCO)O1)N1CCN(Cc2ccccc2)CC1	-2	5	-1	-1	-1	5	4	0	21
O=C(NNS(=O)(=O)c1ccccc1[N+](=O)[O-])c1ccccc1Cl	3	10	-7	5	9	6	-4	-1	-4
COc1ccc(CNC(=O)c2csnn2)cc1	5	-2	5	-4	7	8	-2	2	-5
O=C1CC(N2CCOCC2)C(=O)N1c1ccc(Cl)cc1 (configuration not stated)	0	3	-2	0	7	1	-3	2	4
O=S(=O)(c1ccc(OCC(O)CN2CCCCC2)cc1)N1CCOCC1 (configuration not stated)	-2	1	2	-3	5	5	-7	4	-1
Cc1[nH]c(C)c(S(=O)(=O)N2CCc3ccccc32)c1C(=O)N1CCCCC1	10	3	-4	3	3	2	2	3	4
NC(=O)c1cc(-c2ccccc2)nc(N2CCOCC2)n1	4	6	3	1	12	6	3	3	-7
COc1cccc(Cn2cnc3c(NS(=O)(=O)c4cc(Cl)ccc4Cl)c(C)c(C)cc32)c1	-18	-1	-2	-11	-7	-15	3	14	-22
COc1cccc(NC(=S)/C(=C(\[O-])c2cc(C)n(-c3ccccc3F)c2C)[n+]2ccc(N(C)C)cc2)c1	-6	4	-10	-2	-7	8	2	5	-2
COCCOC(=O)C1=C(C)NC(=O)NC1c1cn(-c2ccccc2)nc1-c1cccs1 (configuration not stated)	1	0	-5	-3	4	0	-7	2	12
O=C(NC1CCCCCC1)C1CCN(C(=O)Cc2ccccc2)CC1	-6	-1	-2	1	-5	6	-5	-2	0
CC(=O)c1nn(-c2ccc(C(F)(F)F)cc2)c(=O)[nH]c1=O	-1	8	2	2	5	0	-1	-1	15

Exported bar-delimited: entries from further up.
canonical_smiles | LYPLA2 inh | PAFAH1B2 FP inh | PAD4 FP inh | LYPLA1 counter | GSTO1 inh | PAFAH1B3 inh | PAFAH2 inh | pPAFAH inh | PREPL inhibitor
CCOCCCNC(=O)CN1C(=O)/C(=C/c2ccccc2C)Sc2ccccc21 | -2 | -6 | -3 | -4 | 4 | -2 | -5 | -1 | 2
Cc1[nH]c(C)c(S(=O)(=O)N2CCc3ccccc32)c1C(=O)N1CCCCC1 | 10 | 3 | -4 | 3 | 3 | 2 | 2 | 3 | 4
NC(=O)c1cc(-c2ccccc2)nc(N2CCOCC2)n1 | 4 | 6 | 3 | 1 | 12 | 6 | 3 | 3 | -7
O=C(NC1CCCCCC1)C1CCN(C(=O)Cc2ccccc2)CC1 | -6 | -1 | -2 | 1 | -5 | 6 | -5 | -2 | 0

(list continues)
SMILES	LYPLA2 inh	PAFAH1B2 FP inh	PAD4 FP inh	LYPLA1 counter	GSTO1 inh	PAFAH1B3 inh	PAFAH2 inh	pPAFAH inh	PREPL inhibitor
Cc1cccc(N/N=C/c2ccc(C)s2)c1	-8	3	1	-3	22	10	12	6	1
Cc1ccc(C(NC(=O)NC(C)c2ccccc2)C(Cl)(Cl)Cl)cc1F (configuration not stated)	-9	15	0	-11	7	11	16	-1	4
O=C(NCCCN1CCCC1=O)c1cc(S(=O)(=O)N2CCOCC2)ccc1Cl	-1	-9	-2	1	-1	3	1	6	-3
Cc1ccccc1CN1CCN(CC(=O)NCc2ccco2)C1=O	11	-1	-3	4	3	2	6	7	-6
Cc1cc(NC(=O)Cn2cnc3c2c(=O)n(C)c(=O)n3C)n(-c2ccccc2)n1	-9	-5	-2	2	-11	0	5	2	4
COc1ccc(/C=C(\NC(=O)c2ccc(C)cc2)C(=O)NCCN2CCOCC2)cc1	2	-1	1	2	5	6	-1	2	-5
CCCCn1ccc(O)c(Cc2ccc(F)cc2)c1=O	-5	1	-1	-2	-20	-1	-2	2	-10
Cc1cc(C)n(-c2ncnc3c2oc2ccccc23)n1	6	-1	-2	-3	7	4	4	1	-6
COc1ccc(-c2noc(=O)n2CC(=O)N2CCC(Cc3ccccc3)CC2)cc1	-1	3	3	-2	0	8	1	-1	-37
O=C(NC(=O)c1ccccc1Cl)C(=O)Nc1ccc(Cl)cc1	1	5	-1	-4	0	-4	6	-1	-12
Cc1cccc(NC(=O)C2CCCN2S(=O)(=O)c2ccc3c(c2)n(C)c(=O)c(=O)n3C)c1 (configuration not stated)	-6	3	1	-1	2	8	2	-5	15
COc1ccc(N=C(N)SCc2ccccn2)cc1	3	3	3	1	3	5	-1	7	1
Cc1ccc(C(=O)Nc2cc(-c3ccn[nH]3)c(C)n(N)c2=O)cc1	-4	-1	-3	2	-5	3	6	-2	4
O=C(Nc1cccc(NC(=O)c2ccc(-c3ccc(Br)cc3)o2)c1)c1ccccc1	-11	-1	-5	-6	-6	1	-10	-7	8
CC1=CC(C)(C)n2c(O)c(N=N)c3cc(C)cc1c32	1	-1	1	5	6	2	1	11	7
Cc1cc(NC(=O)C2CCN(S(=O)(=O)c3cnc[nH]3)CC2)ccc1Br	4	-3	-5	0	0	5	-5	2	9
COc1cc(/C=C2/C(=O)N(c3ccc([N+](=O)[O-])cc3)N=C2N2CCOCC2)ccc1O	21	-1	70*	5	89*	7	-1	2	14
CCCC(C)C(=O)Nc1nc(C)c(-c2csc(Nc3cc(OC)ccc3OC)n2)s1 (configuration not stated)	-12	5	-3	-12	1	9	-5	28*	6
NC(=O)c1ccccc1NCC(=O)c1ccc(Cl)cc1	3	1	-2	7	1	4	3	-2	-3
CNc1oc(-c2ccc(F)cc2)nc1S(=O)(=O)c1ccccc1	-3	-1	1	-1	1	4	-6	10	-7

In the list so far, these contain a furan ring, fused or not:
SMILES	LYPLA2 inh	PAFAH1B2 FP inh	PAD4 FP inh	LYPLA1 counter	GSTO1 inh	PAFAH1B3 inh	PAFAH2 inh	pPAFAH inh	PREPL inhibitor
COc1cc2nc(SCC(=O)NCCc3ccccc3)n(Cc3ccco3)c(=O)c2cc1OC	2	2	3	3	1	-4	9	6	0
Cc1ccccc1CN1CCN(CC(=O)NCc2ccco2)C1=O	11	-1	-3	4	3	2	6	7	-6
Cc1cc(C)n(-c2ncnc3c2oc2ccccc23)n1	6	-1	-2	-3	7	4	4	1	-6
O=C(Nc1cccc(NC(=O)c2ccc(-c3ccc(Br)cc3)o2)c1)c1ccccc1	-11	-1	-5	-6	-6	1	-10	-7	8

(next part)
SMILES	LYPLA2 inh	PAFAH1B2 FP inh	PAD4 FP inh	LYPLA1 counter	GSTO1 inh	PAFAH1B3 inh	PAFAH2 inh	pPAFAH inh	PREPL inhibitor
O=C(N[C@@H](Cc1ccccc1)C(=O)N1CCN(S(=O)(=O)c2cccc(F)c2)CC1)c1ccco1	2	5	1	2	nt	6	9	-1	40
CCOc1cccc(-c2nnc(SCC(=O)Nc3cc(C)ccc3OC)n2N)c1	-10	1	0	2	0	0	1	-10	13
N#CC1=C(N)OC2=C(C(=O)CCC2)C12C(=O)N1CCCc3cccc2c31 (configuration not stated)	-5	9	-2	1	1	5	2	-1	-8
Cc1nc(Cl)sc1C(=O)Nc1cccc(Cl)c1C	-1	6	0	-3	6	0	-2	-6	3
O=C(O)c1ccc(S(=O)(=O)Nc2ccc(F)c(Cl)c2)cc1	5	5	-1	-1	7	7	1	13	0
O=CN1CCN(C2CC(=O)N(c3ccc4c(c3)OCO4)C2=O)CC1 (configuration not stated)	4	-1	3	-1	1	-7	1	-1	21
CCC(C)c1ccc(N(C(=O)c2ccco2)C(C(=O)NC2CCCC2)c2cccnc2)cc1 (configuration not stated)	4	-1	-9	0	6	2	-3	6	3
CC1=C(C(=O)OC2CCCCC2)C(c2ccc(C)o2)C2=C(CC(C)(C)CC2=O)N1 (configuration not stated)	-4	2	7	1	-9	-3	10	2	8
Cc1ccccc1-n1cnc2c(sc3nc(N4CCOCC4)c4c(c32)CCCC4)c1=O	-5	4	3	-4	7	5	0	13	10
CC(=O)OC(C)C(=O)NS(=O)(=O)c1ccc(C)cc1 (configuration not stated)	2	4	2	2	4	-5	0	-1	-1
CN(CCc1ccccn1)S(=O)(=O)c1ccc2c3c(cccc13)C(=O)N2	-3	-3	-4	0	-6	-3	2	-7	14
CCOC(=O)C1CCN(S(=O)(=O)c2c(C)noc2C)CC1	1	4	4	3	5	7	-12	0	13
CCCCC(=O)NCc1ccc(Cl)cc1	-4	7	3	0	6	5	-1	1	-1
CCN(CC)c1ccc(/C=N/NC(=O)c2ccc([N+](=O)[O-])cc2)cc1	6	14	-1	-1	1	13	1	3	2
O=C1CN(Cc2cc(=O)oc3cc4c(cc23)CCC4)CCN1	2	-2	-1	-3	0	3	-1	0	7
Cc1ccc(C(=O)N2CCN(C3CCCCC3)CC2)s1	4	2	0	-3	-2	-4	-1	2	14
COc1cc2c(cc1OC)C(c1ccccc1C)CC(=O)N2 (configuration not stated)	0	3	-2	-1	8	6	1	67*	5
CN(CCc1ccccn1)C(=O)CC1C(=O)NCCN1Cc1ccc(-c2ccccc2)cc1 (configuration not stated)	-4	5	-3	0	7	-1	2	6	37
Cc1nc2sc(C(=O)Nc3ccccc3)c(N)c2c(C)c1[N+](=O)[O-]	0	1	-6	3	1	-1	8	-1	5
Cc1[nH]c2ccccc2c1C(=O)NS(=O)(=O)Nc1ccc(Cl)cc1	11	10	3	1	-4	-1	4	4	1
CCOc1cccc(-c2c(C(=O)N/N=C/c3ccoc3)nnn2-c2nonc2N)c1	-5	0	1	-4	0	-1	2	0	-1

These rows are one share of the data (hit frequency here may not be typical).
